Compound activity as filed in PubChem.
COUP-TFII inh = NR2F2 (human) inhibition, primary screen; P24468; HEK293T NGFI-A luciferase reporter, luminescence; 370,000 compounds, 0.7% hits; inhibition, % at 8.6 µM;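 active means inhibition above a per-plate cutoff, mean inhibition of test wells between control levels plus 3 SD, cut at about 38% in these data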;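 further: cells cotransfected with COUP-TFII expression vector driving the NGFI-A reporter; 0% = median of COUP-TF2 test wells and 100% = reporter-only cells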
NCOA2 inhibitor = inhibits human steroid receptor coactivator 2. inhibition, % at 9 µM. 370,000 compounds, 0.17% hits. Q15596. HEK293 GAL4-SRC2 luciferase reporter, luminescence. AID 651957;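 active means inhibition above the mean inhibition of all tested compounds plus 3 SD, set per campaign, cut at about 52% in these data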;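 further: 0% = DMSO treated cells and 100% = cells given Gossypol at 36 µM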
NOD2 RIPK2 PPI = inhibitors of human NOD2-RIPK2 interaction. 360,000 compounds, 0.38% hits. inhibition, % at 4.98 µM. O43353. AID 624267. CHO BLA complementation NOD2-RIPK2, CCF4 ratio; in the data active means inhibition above about 21%;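 further: 0% = vehicle only and 100% = reference blocker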
Target sequence (O43353 whole entry, looked up): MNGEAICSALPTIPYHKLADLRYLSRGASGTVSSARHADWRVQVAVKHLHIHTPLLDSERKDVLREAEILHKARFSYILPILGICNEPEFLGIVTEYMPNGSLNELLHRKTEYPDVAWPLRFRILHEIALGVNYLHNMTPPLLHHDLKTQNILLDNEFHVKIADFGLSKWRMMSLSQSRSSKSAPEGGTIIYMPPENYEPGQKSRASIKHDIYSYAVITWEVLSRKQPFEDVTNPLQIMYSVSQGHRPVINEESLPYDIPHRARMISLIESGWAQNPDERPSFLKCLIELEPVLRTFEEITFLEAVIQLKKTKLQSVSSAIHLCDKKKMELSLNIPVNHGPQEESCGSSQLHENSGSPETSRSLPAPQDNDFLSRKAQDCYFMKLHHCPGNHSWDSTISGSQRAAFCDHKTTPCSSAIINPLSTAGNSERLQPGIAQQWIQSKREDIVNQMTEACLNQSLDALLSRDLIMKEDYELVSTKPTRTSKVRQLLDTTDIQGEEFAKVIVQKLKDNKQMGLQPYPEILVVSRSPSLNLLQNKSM
TRAIL sens C8 = sensitizes caspase-8 expressing cells to TRAIL; NB7+C8 cells + TRAIL, ATPlite viability luminescence; inhibition (viability loss, TRAIL sensitization), % at 10 µM; 360,000 compounds, 1% hits;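 active means compounds causing at least 50% loss of cell viability in the single-dose screen, relative to plate controls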
TLR9-MyD88 inh = blocks human TLR9 binding to MyD88; 340,000 compounds, 0.21% hits; CHO BLA complementation TLR9-MyD88, CCF4 FRET ratio; inhibition, % at 4.98 µM; Q9NR96+Q99836; AID 504734;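 active means inhibition above the mean over all tested compounds plus 3 SD, cut at about 21% in these data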;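 further: 0% = DMSO only wells and 100% = clavulanate BLA inhibitor control wells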
EBV LMP1 NFkB = reduces LMP1-driven NF-kappaB luciferase signal; LMP1-induced NF-kappaB luciferase reporter cells, luminescence; inhibition, % at 12.5 µM; 350,000 compounds, 0.69% hits; in the data active means inhibition above about 41%;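 further: 0% = neutral control wells and 100% = reference inhibitor control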
NR5A2 inv ag = inverse agonists of human LRH-1 (NR5A2). O00482. HEK293T StAR-luciferase reporter, LRH-1 transfected, 24 h. inhibition, % at 3.6 µM. 360,000 compounds, 0.13% hits;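 active means inhibition above the mean inhibition of all tested compounds plus 3 SD, cut at about 73% in these data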;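 further: 0% = DMSO wells and 100% = reporter-only cells lacking LRH-1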
Target sequence (O00482 whole entry, looked up): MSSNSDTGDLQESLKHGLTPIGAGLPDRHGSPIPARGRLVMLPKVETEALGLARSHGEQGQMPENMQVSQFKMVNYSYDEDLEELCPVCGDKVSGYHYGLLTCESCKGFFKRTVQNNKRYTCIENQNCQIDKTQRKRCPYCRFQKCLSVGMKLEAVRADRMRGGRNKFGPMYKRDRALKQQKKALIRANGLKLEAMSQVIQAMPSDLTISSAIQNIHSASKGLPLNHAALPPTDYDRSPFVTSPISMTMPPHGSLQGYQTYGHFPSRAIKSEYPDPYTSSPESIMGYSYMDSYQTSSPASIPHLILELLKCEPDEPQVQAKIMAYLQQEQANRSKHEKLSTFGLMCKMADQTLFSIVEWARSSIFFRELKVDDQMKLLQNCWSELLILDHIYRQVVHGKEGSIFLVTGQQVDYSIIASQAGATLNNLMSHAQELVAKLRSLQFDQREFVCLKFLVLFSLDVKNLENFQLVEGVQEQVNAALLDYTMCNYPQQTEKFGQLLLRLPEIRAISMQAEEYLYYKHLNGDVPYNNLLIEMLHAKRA
NCOA1 inh = human NCOA1 inhibition; Q15788; HEK293 GAL4-SRC1 luciferase reporter, luminescence; inhibition, % at 3.6 µM; 360,000 compounds, 0.12% hits;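 active means inhibition above the campaign mean plus 3 SD, with each screening campaign given its own cutoff, cut at about 60% in these data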;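 further: 0% = DMSO treated cells and 100% = gossypol at 36 µM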
TROY signal inh = inhibitors of TROY-dependent NF-kB signaling. Q293 LMP1-TROYcd NF-kB luciferase reporter, 4 h. inhibition, % at 10 µM. 360,000 compounds, 0.98% hits. AID 1347056;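 active means compounds whose plate-normalised and pattern-corrected inhibition of the luciferase reporter signal at the single screening dose is 50% or more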
NCOA3 inh = inhibits human SRC3 coactivator; Q9Y6Q9; HEK293 GAL4-SRC3 luciferase reporter, luminescence; inhibition, % at 3.6 µM; 360,000 compounds, 0.17% hits; AID 588352;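 active means inhibition above a per-campaign cutoff, the mean of all compounds plus 3 SD, cut at about 60% in these data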;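 further: 0% = DMSO-treated cells and 100% = gossypol-treated cells at 36 µM; higher means less SRC3-driven luciferase light from the GAL4 reporter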
Vif inh = HIV Vif inhibition | HEK293T cells, Vif self-association by quenched fluorescence, imaging, 24 h | inhibition, % at 7.49 µM | 340,000 compounds, 0.35% hits | AID 602346; in the data active means inhibition above about 50%, passing the limit was not always enough; further: some results filed as inactive read as strong as hits
* marks the source's active call; other numbers are inactive results; . = no result given. An excerpt. The share of hits here may be higher or lower than overall.

SMILES	COUP-TFII inh	NCOA2 inhibitor	NOD2 RIPK2 PPI	TRAIL sens C8	TLR9-MyD88 inh	EBV LMP1 NFkB	NR5A2 inv ag	NCOA1 inh	TROY signal inh	NCOA3 inh	Vif inh
O=c1[nH]c(=O)n(CCC2=CCCCC2)c(O)c1/C=N/Nc1ccccc1	4	2	-18	2	8	15	6	-11	-16	2	1
COC12CCC3(CC1C(C)(O)C(C)(C)C)[C@H]1Cc4ccc(O)c5c4[C@@]3(CCN1CC1CC1)C2O5 (stereo partly drawn)	12	-5	10	-15	-16	-206	-27	7	9	-8	-7
CCc1nc2ccccc2c(=O)n1-c1ccccc1[N+](=O)[O-]	-6	6	9	-12	4	4	3	-1	12	14	4
O=c1ccc2cc(OC3O[C@H](CO)[C@@H](O)[C@H](O)[C@H]3O)c(O)cc2o1 (stereo partly drawn)	-7	12	-5	-4	-14	4	9	-6	4	5	2
C[C@]12CCC(=O)C=C1CCC1C2CC[C@@]2(C)C1CC[C@]2(C)O (stereo partly drawn)	17	-27	-4	-1	-14	0	1	-17	9	-10	9
CN1CCCC(C(=O)c2ccc(Cl)cc2)C1 (stereo not drawn)	-12	-17	0	-3	5	-8	3	8	-28	13	19
CCC(C)C1(CC)C(=O)NC(=O)N=C1N (stereo not drawn)	18	9	8	2	6	-4	-3	-15	-11	5	-2
COC(=O)C1=C(c2ccc(Cl)c(C(F)(F)F)c2)C[C@@H]2CC[C@H]1N2C(=O)NCc1cc(C)oc1C(F)(F)F	-8	-16	-17	37	1	11	17	-11	-9	14	6
Cn1c(O)c(C=NCCN2CCN(C(=O)c3ccccc3)CC2)c(=O)n(C)c1=O	-14	-19	7	-4	1	-1	17	-23	-4	7	-6
C[C@]12CCC3C(CC[C@H]4[C@@H](O)[C@H](O)CC[C@]34C)C1CCC2=O (stereo partly drawn)	-17	18	-21	11	-6	0	-10	11	1	-8	3
Cn1ncc(Cl)c1C(=O)N1CCC2(CC1)OCCO2	14	-1	-12	6	3	-6	9	-30	2	5	-3
CCOc1cc2c(cc1OCC)-n1cccc1C(c1ccc(C)cc1C)NC2 (stereo not drawn)	22	15	-9	3	-7	0	7	-43	11	16	-3
CN(CCc1ccccc1)Cc1c[nH]c2ccccc12	6	6	-17	1	-5	33	28	1	-7	-5	-4
C[C@H]1CN([C@@H](C)CO)C(=O)CCCn2nncc2CO[C@H]1CN(C)C(=O)Oc1ccc2ccccc2c1	19	10	-5	-7	-7	4	4	15	4	0	-11
CCC(C)N1CCN(C(=O)Cc2ccccc2)CC1 (stereo not drawn)	10	0	-9	15	3	-5	-8	8	9	0	.
CC(C)C(C)(NC(=O)c1cccn(Cc2ccc3c(c2)OC(F)(F)O3)c1=O)C(N)=O (stereo not drawn)	-5	1	-4	0	5	-5	9	1	-6	15	1
O=C(c1ccc2c(c1)ncn2-c1ccc(F)cc1F)N1CCC2(CC1)OCCO2	-13	-10	1	2	9	2	-10	-11	-32	-17	-2
O=[N+]([O-])c1ccc(N2CCCC(C(F)(F)F)C2)c2ccncc12 (stereo not drawn)	33	37	-13	19	-10	14	3	15	35	-3	-9
COc1ccc(-n2c(O)c(C=NCc3ccc4c(c3)OCO4)c(=O)[nH]c2=O)cc1	0	-12	-8	-9	4	-3	6	20	5	1	-11
O=C(CN1CCCC1=O)N1CCOCC1	2	23	0	-7	4	5	-5	7	-14	5	-15
COCCCn1c(-c2ccc(OC)cc2)cc(C(=O)NC2CCCCCCC2)c1C	-1	-24	9	-4	-9	3	-5	7	9	8	.
CCC(=NCCC(c1ccccc1)c1ccccc1)c1c(O)[nH]c(=O)[nH]c1=O	-1	2	-10	3	1	-1	0	6	-7	-25	-6
COc1ccc(OC)c(N2C(=O)NC(=O)C3(Cc4cc(C)ccc4N(C)C3)C2=O)c1 (stereo not drawn)	-5	-2	-1	-9	3	0	9	13	22	15	-4
Clc1ccc(C(OCCN2CCCCC2)c2ccccc2)cc1 (stereo not drawn)	5	-14	2	3	-2	7	12	-1	-7	9	-2
N=C1c2ccccc2CN1c1cccc([N+](=O)[O-])c1	11	-17	5	-2	-3	-8	8	-8	-5	-17	-2

3 compounds from above, ordered by heavy-atom count, lowest first.
SMILES	COUP-TFII inh	NCOA2 inhibitor	NOD2 RIPK2 PPI	TRAIL sens C8	TLR9-MyD88 inh	EBV LMP1 NFkB	NR5A2 inv ag	NCOA1 inh	TROY signal inh	NCOA3 inh	Vif inh
C[C@]12CCC(=O)C=C1CCC1C2CC[C@@]2(C)C1CC[C@]2(C)O (stereo partly drawn)	17	-27	-4	-1	-14	0	1	-17	9	-10	9
O=c1ccc2cc(OC3O[C@H](CO)[C@@H](O)[C@H](O)[C@H]3O)c(O)cc2o1 (stereo partly drawn)	-7	12	-5	-4	-14	4	9	-6	4	5	2
CCOc1cc2c(cc1OCC)-n1cccc1C(c1ccc(C)cc1C)NC2 (stereo not drawn)	22	15	-9	3	-7	0	7	-43	11	16	-3

Following part.
SMILES	COUP-TFII inh	NCOA2 inhibitor	NOD2 RIPK2 PPI	TRAIL sens C8	TLR9-MyD88 inh	EBV LMP1 NFkB	NR5A2 inv ag	NCOA1 inh	TROY signal inh	NCOA3 inh	Vif inh
CCN1CCN(C(=O)Cc2coc3ccc4ccccc4c23)CC1	9	7	-10	-4	10	-3	14	7	7	16	8
CCCCC(=O)C1C(=O)NC(=O)NC1=O	8	-13	-1	2	9	0	19	12	-8	7	5
Fc1ccc(Cn2nnnc2CN2CCC(n3nnc4cc(C(F)(F)F)ccc43)CC2)cc1	4	24	-1	-3	5	1	2	1	-8	9	13
CCN(CC)C(=O)c1ccc(NC(=O)c2ccc(-c3nn(C)c(=O)c4ccccc34)cc2)cc1	-4	-28	-7	-2	-11	6	19	-12	11	16	-5
CCOP(=O)(NC(C)C)Oc1ccc(SC)c(C)c1 (stereo not drawn)	-8	0	-1	2	-5	1	20	-9	-7	16	7
CCN1CCN(c2nc3c(c(=O)[nH]2)CCCC3)CC1	-2	-20	0	-1	0	-4	1	-7	-1	8	27
S=P(NCCSCc1ccccc1)(N1CC1)N1CC1	4	4	-7	-14	-3	7	8	-10	-15	-7	-7
COc1cccc(CN2CCN(Cc3cccc(F)c3)CC2)c1	-14	-5	10	6	-1	1	1	-2	2	-8	8
c1cncc(C2CC(c3cccs3)n3ncnc3N2)c1 (stereo not drawn)	6	3	-17	3	-14	1	-3	-3	14	-5	7
COc1ccc(C(C)=O)cc1Cc1c(O)[nH]c(=S)[nH]c1=O	-6	11	-3	10	5	-7	1	-6	-9	-5	-12
CCOC(=O)c1cccc(C2=C(CNC(=O)c3ocnc3C)[C@H]3CC[C@@H](C2)N3Cc2ccccc2)c1	-4	-29	4	8	-3	0	6	-8	-9	-11	.
COc1ccc(/C=C2\C(=O)NC(=S)N(C)C2=O)cc1C	-6	-20	8	-3	0	3	3	-11	5	17	5
COc1ccccc1NC(=O)COC(=O)c1cn(C)c2ccccc12	0	-23	-8	13	-4	0	-17	5	10	-29	-2
CCOc1cc(C=C2C(=O)NC(=S)NC2=O)ccc1O	3	-29	3	-8	-5	4	34	-16	5	2	15
COC(=O)C1=C(c2cc3ccccc3o2)C[C@@H]2CC[C@H]1N2C(=O)NCc1ccco1	12	16	-2	3	-23	4	-23	14	-12	-33	-5
Cc1cc(OCC(=O)N2CCCN(C)CC2)ccc1Cl	-14	-44	0	-21	3	-8	-17	-2	-21	-6	4
COCc1ccc(CN2CCCC(C(=O)c3sccc3C)C2)o1 (stereo not drawn)	7	6	0	2	2	-5	-5	1	-3	-11	-16
COC(=O)C1=C(c2ccc(-c3ccccc3)c(F)c2)C[C@@H]2CC[C@H]1N2C(=O)N1CCOCC1	71*	25	-12	-11	-3	33	40	29	19	30	-3
O=P(/C(=N/O)N1CCCCC1)(N1CCOCC1)N1CCOCC1	13	13	2	-9	-4	-1	-1	-5	-2	3	.
CC1CC(OP(O)(=S)c2ccc(N(C)C)cc2NC(=O)c2cccs2)CC(C)(C)C1 (stereo not drawn)	-38	-38	4	1	2	-21	-15	-68	-17	-31	2
COc1ccccc1C1C([N+](=O)[O-])=C(N)Oc2c1c(=O)oc1ccccc21 (stereo not drawn)	11	-21	1	14	1	-6	4	15	-17	17	4
CN1c2ccc([N+](=O)[O-])cc2CC2(C(=O)NC(=O)N(c3ccc(Br)cc3)C2=O)C1c1ccccc1 (stereo not drawn)	-9	12	3	-8	-10	-2	5	2	24	10	-3
O=C(CN1CC(c2ccccc2)CC1=O)NCc1ccc(F)cc1 (stereo not drawn)	-8	-17	-8	-7	-17	-19	-10	10	-21	21	0
O=C(O)c1ccccc1N=Nc1c(O)[nH]c(=O)[nH]c1=O	-2	4	16	-1	4	-11	3	-8	14	-11	.
c1ccc(CC(NCc2ccco2)c2ccccc2)cc1 (stereo not drawn)	6	-10	0	3	7	3	-2	-11	-11	13	0

More compounds
SMILES	COUP-TFII inh	NCOA2 inhibitor	NOD2 RIPK2 PPI	TRAIL sens C8	TLR9-MyD88 inh	EBV LMP1 NFkB	NR5A2 inv ag	NCOA1 inh	TROY signal inh	NCOA3 inh	Vif inh
Cc1ccc(-c2nc3ccccc3c(=O)n2-c2cc(C)ccn2)cc1	-18	-39	3	10	-2	-24	-35	2	-50	2	.
CC1(CCCc2ccc(N(CCCl)CCCl)cc2)NC(=O)NC1=O (stereo not drawn)	-1	-4	-2	-10	3	48*	-7	-38	-14	7	17
CC1([N+](=O)[O-])COP(=O)(Nc2ccc(Cl)cc2)OC1 (stereo not drawn)	6	-45	-13	-20	-5	-3	-1	-1	5	-6	0
O=c1[nH]c2ccccc2c(=O)n1-c1ccc(Cl)cc1Cl	-20	9	-7	8	-5	7	14	2	14	23	0
CC(C)(C)C(=O)N1Cc2cc(N3CCCCC3)ccc2-n2nncc2C1	6	14	-6	0	.	.	20	-6	1	26	-10
CCCCCn1c(=O)c(C(=O)Nc2nc(CC(=O)OCC)cs2)c(O)c2ccccc21	-15	5	-15	19	-10	31	9	6	10	15	11
O=c1c2ccccc2nc(-c2cccs2)n1-c1ccccc1	11	4	0	-5	-4	2	25	0	-5	2	-8
COC(=O)C1=C(c2ccc(OC(F)(F)F)cc2)C[C@@H]2CC[C@H]1N2C(=O)N1CCCC1	35	25	0	15	-2	10	30	21	15	20	-3
COC(=O)c1ccc(N2C(=O)CC(N3CCC(n4c(=O)[nH]c5ccccc54)CC3)C2=O)cc1 (stereo not drawn)	6	20	5	-5	6	-4	9	7	-1	6	9
O=C(NC1CCCCC1)N1Cc2cc(N3CCCCC3)ccc2-n2nncc2C1	6	-1	0	14	.	.	8	-11	-28	-9	7
O=C1C2C3CCC(O3)C2C(=O)N1CCO (stereo not drawn)	10	15	6	-25	-7	-1	-4	0	-39	5	0
COc1ccc(-n2c(Cc3cccc([N+](=O)[O-])c3)nc3ccccc3c2=O)cc1	11	-25	-9	8	8	-6	-21	-6	14	-2	-6
C[N+]1(C)C2CC(OC(=O)[C@H](CO)c3ccccc3)CC1C1OC12 (stereo partly drawn)	12	-34	-1	1	-6	7	3	-5	10	-12	1
C[C@]12CC[C@H](O)C[C@@H]1CC[C@@H]1[C@@H]2CC[C@]2(C)C(=O)CC[C@@H]12	-23	10	-8	-4	-13	1	-16	12	0	5	-1
CCOC(=O)C1(CCOc2ccccc2)CCN(C(C)CSC)CC1 (stereo not drawn)	-1	4	1	5	0	2	18	-57	8	2	20
